Compound activity (PubChem BioAssay)
Nrf2 activator – qHTS of Nrf2 Activators; AREc32 ARE-luciferase reporter (MCF7-derived line), luminescence, 24 h; Potency, µM (series often up to 46.1 µM), for the others: top-dose activation, most hits filed as activators; 0.31% of 410,000 active; AID 624171, 2012; also: potency is read from the fitted curve at half-maximal effect; % of control where 0% means no effect; nearly all actives have a fitted effect of over 65% in size
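AREc32_Fluc, 1000 cells/well, OPTI-MEM + 5% FBS, o/n 37 deg C 5% CO2; 23 nL cpd by pin tool, 24 hr; Steady-Glo 30 min RT, luminescence.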
Abeta yeast res – qHTS for compounds that reverse cellular toxicity of Amyloid beta (A-beta) peptide in yeast: Primary Screen; yeast expressing A-beta42, growth rescue, OD600, 48 h; response scale: 0% DMSO, 100% iron-clioquinol control; Potency, µM (series often up to 46.1 µM), for the others: at the top dose growth rescue, actives largely listed as activators; 0.063% of 410,000 active; AID 1347071, 2019; also: potency is read from the fitted curve at half-maximal effect; nearly all actives have a fitted effect of over 55% in size
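Yeast growth medium received pinned compounds, then yeast cells expressing toxic A-beta were added; plates incubated at 30 C for 48 hr. Growth read as absorbance at 600 nm, normalized to DMSO and equimolar FeCl3 plus clioquinol controls.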
Nrf2 block – Nrf2 qHTS screen for inhibitors | 2.1% of 360,000 active | Potency, µM (top dose mostly 46 µM), for inactives: top-dose activity change, negative = inhibition, hits mostly inhibitors | A549 ARE-Fluc reporter, luciferase luminescence, 18-24 h; also: potency is read from the fitted curve at half-maximal effect; % is scaled to controls: 0 for no effect and ±100 for the full control effect; nearly all actives have a fitted effect of over 60% in size
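Cells were seeded and rested 2 h, then exposed to compounds for 18-24 h. CellTiter-Fluor was read first as a viability measure. BugLite was added 15 min before the final luminescent read of ARE-luciferase activity in A549 cells.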
TGFb inhibitor – qHTS for Inhibitors of TGF-b | HepG2 CAGA-GFP TGF-b/SMAD3 reporter, GFP fluorescence, 18 h; TGF-beta stimulated, 500 pg/mL final | AID 588855, 2011 | 1.2% of 410,000 active | Potency, µM (series often up to 46.1 µM), inactives show at the highest dose activity, negative = inhibition, usual class: inhibitors; also: potency is read from the fitted curve at half-maximal effect; % is scaled to controls: 0 for no effect and ±100 for the full control effect; nearly all actives have a fitted effect of over 65% in size
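HEPG2 CAGA-GFP reporter cells (1000/well, DMEM with 1% FBS) received compounds, then recombinant TGF-beta at 500 pg/mL final for 18 hours at 37 degrees C. Per-cell GFP summed per well was normalised to unstimulated and stimulated DMSO controls before curve fitting.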
CCT modulator – High-Throughput Screening for Modulators of Cytosolic Chaperonin Activity | purified chaperonin ATPase assay, HTRF ADP detection, 30 min | activity change, % (concentration not given with the values), hits read low | 0.3% of 360,000 active | AID 651819, 2012; in the data active = activity change below about -30%; also: % is scaled to controls: 0 for no effect and ±100 for the full control effect
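Enzyme 40 or 20 nM (batch-dependent) in Tris pH 7.4/KCl/MgCl2/DTT; cpd 76 uM single point; ATP 10 uM; 30 min 37 °C; Transcreener ADP HTRF detection, 30 min RT; ratio 665/615.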
HepG2 viability – qHTS for Inhibitors of TGF-b: Cytotox Counterscreen. 0.76% of 410,000 active. AID 588856, 2011. Potency, µM (top dose mostly 46.1 µM), inactives show top-dose activity change, negative = cytotoxicity, most hits filed as cytotoxic. HepG2 CAGA-GFP viability, ATP luminescence, 18 h; also: potency is read from the fitted curve at half-maximal effect; some results filed as inactive show a strong effect at the top dose
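HepG2 CAGA-GFP cells (1000/well, DMEM with 1% FBS) received compound, then TGF-beta at 500 pg/mL final, and were incubated 18 hours at 37 degrees C. Viability was read by CellTiter-Glo luminescence. Media-only wells were set as complete cell-killing and DMSO as no toxicity.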
Mm-Cpn inhibitor – Inhibitors of TCP-1 ring complex (TRiC) of Methanococcus maripaludis (MmCpn): qHTS. 0.031% of 330,000 active. purified Mm-Cpn ATPase, ADP Transcreener TR-FRET. AID 504842, 2011. Potency, µM (titrated, usually from 76.9 µM), inactives show top-dose activity, negative = inhibition, most hits filed as inhibitors; also: potency is read from the fitted curve at half-maximal effect; % is scaled to controls: 0 for no effect and ±100 for the full control effect; nearly all actives have a fitted effect of over 80% in size
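Quantitative HTS used 25 nM Mm-CPN and 10 uM ATP in magnesium/KCl Tris buffer, pH 7.4, with 1 mM DTT. Hydrolysis ran 30 min at 37°C; ADP was read by HTRF.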
A549 viability – Nrf2 qHTS screen for inhibitors: counterscreen for cytotoxicity. 0.16% of 390,000 active. A549 ARE-Fluc cells, CellTiter-Fluor viability, 18-24 h. Potency, µM (series often up to 46 µM), for inactives: at the highest dose activity change, negative = cytotoxicity, usual class: inhibitors; also: potency is read from the fitted curve at half-maximal effect; % is scaled to controls: 0 for no effect and ±100 for the full control effect
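A549 ARE-Fluc cells in 5% FBS OPTI-MEM, 5000 cells/well, rested 2 h then exposed to compounds in concentration-response for 18-24 h at 37 °C. Viability by CellTiter-Fluor fluorescence (Ex 405/Em 525) after 30 min; luciferase luminescence (BugLite, 15 min, RT) read afterwards.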
pAkt inh – HTS Assay for Inhibitors of Akt Phophorylation: Primary Screen; 0.32% of 360,000 active; activity change, % for hits at 50 µM; Neuro2A IGF-stimulated pAkt S473 HTRF, 20 min; hits give low values; AID 651550, 2012; in the data active = activity change below about -80%; inconclusive = mostly about -51% to -80%; also: % is scaled to controls: 0 for no effect and ±100 for the full control effect
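Neuro2A cells (4,500/well, DMEM with 0.5% FBS) were treated with compound at a single 50 µM final concentration, stimulated with 6 nM IGF for 20 min at 37 °C, and lysed. Phospho-Akt Ser473 was read by HTRF as 665/615 ratio ×10^4.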
* marks the source's active call; other numbers are inactive results; & = joins results of further samples. Unless noted, calls follow the shape of the dose curve; as a rule, active = well fitted curve in the direction sought with a large enough effect; inconclusive = small, poorly fitted or top-dose-only effect, or another doubt; inactive = no such curve, though single readings can be large; an effect the other way counts as inactive or inconclusive.

How did CCc1ccc(CNC(=O)CN2C(=O)c3cccnc3Oc3ccc(C)cc32)cc1 do in these assays?
Nrf2 activator: 0.6%; Abeta yeast res: -15%; Nrf2 block: 25%; TGFb inhibitor: -12%; HepG2 viability: -8%; A549 viability: 1%

How did O=C(NCc1ccccc1)C(=O)NCC1OCCN1S(=O)(=O)c1cccs1 (stereo not drawn) do in these assays?
Nrf2 activator: 0.1%; Abeta yeast res: -6%; Nrf2 block: 7%; TGFb inhibitor: 10%; CCT modulator: -5.3; HepG2 viability: -11%; Mm-Cpn inhibitor: -2%; A549 viability: -1%; pAkt inh: inactive

How did COCc1nc2sc(C)c(C)c2c(=O)[nH]1 do in these assays?
Nrf2 activator: -0.4%; Abeta yeast res: 2%; Nrf2 block: 0%; TGFb inhibitor: 0%; CCT modulator: 0.7; HepG2 viability: 1%; Mm-Cpn inhibitor: -2%; A549 viability: -2%; pAkt inh: inactive

How did C=CCN(C(=O)CSc1nc2ccsc2c(=O)n1Cc1ccc(C(=O)O)cc1)c1ccccc1 do in these assays?
Nrf2 activator: -1.9%; Abeta yeast res: -12%; TGFb inhibitor: -11%; CCT modulator: -1.9; HepG2 viability: -3%; pAkt inh: inactive

Results for O=C(Cc1ccc(Cl)cc1)NCCCn1ccnc1 ?
Nrf2 activator: -0.6%; Abeta yeast res: -10%; Nrf2 block: 0%; TGFb inhibitor: -7%; CCT modulator: -1.3; HepG2 viability: 1%; Mm-Cpn inhibitor: -1%; A549 viability: 1%; pAkt inh: inactive

How did CCOc1ccc(-c2nnc(SCC(=O)NCCc3ccccc3)nc2-c2ccc(OCC)cc2)cc1 do in these assays?
Nrf2 activator: 0.4%; Abeta yeast res: -11%; TGFb inhibitor: 0%; HepG2 viability: -1%; A549 viability: 0%

What do the screens show for `Cc1ccc(-c2c(C(=O)N/N=C/C3CC=CCC3)nnn2-c2nonc2N)cc1` (stereo not drawn)?
Nrf2 activator: -0.2%; Abeta yeast res: 0%; Nrf2 block: 10%; TGFb inhibitor: 3%; CCT modulator: 0.5; HepG2 viability: -15%; Mm-Cpn inhibitor: 2%; A549 viability: 13%

How did COc1ccc(CCNC(=O)c2nn(C)c3c2CSc2ccccc2-3)cc1OC do in these assays?
Nrf2 activator: 3.0%; Abeta yeast res: 15%; Nrf2 block: inconclusive; TGFb inhibitor: inconclusive; HepG2 viability: -27%; A549 viability: 0%

What do the screens show for `O=C(Nc1ccc(F)cc1)c1ccc2c(=O)n3c(nc2c1)CCCCC3`?
Nrf2 activator: 5.8%&2.4%; Abeta yeast res: -7%&-17%; Nrf2 block: -9%; TGFb inhibitor: inconclusive; CCT modulator: -0.2; HepG2 viability: -19%&-15%; Mm-Cpn inhibitor: -2%; A549 viability: -4%&-2%; pAkt inh: inactive

Results for COC(=O)c1ccccc1NC(=O)c1noc2c1CCC2 ?
Nrf2 activator: 4.9%; Abeta yeast res: 3%; Nrf2 block: 20%; TGFb inhibitor: inconclusive; CCT modulator: 1.1; HepG2 viability: -2%; Mm-Cpn inhibitor: -2%; A549 viability: -1%; pAkt inh: inactive

Entries shown so far with a halogen (2):
Results for O=C(Cc1ccc(Cl)cc1)NCCCn1ccnc1 ?
Nrf2 activator: -0.6%; Abeta yeast res: -10%; Nrf2 block: 0%; TGFb inhibitor: -7%; CCT modulator: -1.3; HepG2 viability: 1%; Mm-Cpn inhibitor: -1%; A549 viability: 1%; pAkt inh: inactive

What do the screens show for `O=C(Nc1ccc(F)cc1)c1ccc2c(=O)n3c(nc2c1)CCCCC3`?
Nrf2 activator: 5.8%&2.4%; Abeta yeast res: -7%&-17%; Nrf2 block: -9%; TGFb inhibitor: inconclusive; CCT modulator: -0.2; HepG2 viability: -19%&-15%; Mm-Cpn inhibitor: -2%; A549 viability: -4%&-2%; pAkt inh: inactive

The listing picks up, repeating the 2 entries before the break.
What do the screens show for `O=C(Nc1ccc(F)cc1)c1ccc2c(=O)n3c(nc2c1)CCCCC3`?
Nrf2 activator: 5.8%&2.4%; Abeta yeast res: -7%&-17%; Nrf2 block: -9%; TGFb inhibitor: inconclusive; CCT modulator: -0.2; HepG2 viability: -19%&-15%; Mm-Cpn inhibitor: -2%; A549 viability: -4%&-2%; pAkt inh: inactive

Results for COC(=O)c1ccccc1NC(=O)c1noc2c1CCC2 ?
Nrf2 activator: 4.9%; Abeta yeast res: 3%; Nrf2 block: 20%; TGFb inhibitor: inconclusive; CCT modulator: 1.1; HepG2 viability: -2%; Mm-Cpn inhibitor: -2%; A549 viability: -1%; pAkt inh: inactive

Results for c1ccc(-c2nnc(N3CCN(c4ccccn4)CC3)c3ccccc23)cc1 ?
Nrf2 activator: -2.0%; Abeta yeast res: -13%; Nrf2 block: 18µM*; TGFb inhibitor: 0%; CCT modulator: -3.7; HepG2 viability: -20%; Mm-Cpn inhibitor: inconclusive; A549 viability: inconclusive; pAkt inh: inactive

What do the screens show for `O=C(Nc1cc(Sc2ccccn2)cc([N+](=O)[O-])c1)c1cccc(Cl)c1`?
Nrf2 activator: 5.3%; Abeta yeast res: 2%; Nrf2 block: inconclusive; TGFb inhibitor: 11µM*; CCT modulator: -1.0; HepG2 viability: -69%; Mm-Cpn inhibitor: -13%; A549 viability: -2%; pAkt inh: inactive

How did CCCCNC(=O)c1onc(CSc2ccccc2CC)c1C(=O)O do in these assays?
Nrf2 activator: 0.4%; Abeta yeast res: 4%; Nrf2 block: inconclusive; TGFb inhibitor: inconclusive; CCT modulator: -1.9; HepG2 viability: -23%; Mm-Cpn inhibitor: 2%; A549 viability: -2%; pAkt inh: inactive

How did N#CC1=C(N)Oc2cc(O)c(C=Nc3ccccc3)cc2C1c1ccccc1 (stereo not drawn) do in these assays?
Nrf2 activator: -0.8%; Abeta yeast res: 12%; Nrf2 block: 8%; TGFb inhibitor: -68%; CCT modulator: 0.0; HepG2 viability: -48%; Mm-Cpn inhibitor: 0%; A549 viability: -5%; pAkt inh: inactive

Results for O=C(OCc1ccc(F)cc1)c1cc(=O)c2ccccc2o1 ?
Nrf2 activator: inconclusive; Abeta yeast res: -19%; Nrf2 block: inconclusive; TGFb inhibitor: 8%; CCT modulator: 1.3; HepG2 viability: -3%; Mm-Cpn inhibitor: 0%; A549 viability: 0%; pAkt inh: inactive

What do the screens show for `COc1ccccc1C1NC(=O)NC(C)=C1C(=O)OCC1CCCCC1` (stereo not drawn)?
Nrf2 activator: 0.3%; Abeta yeast res: -6%; TGFb inhibitor: -30%; CCT modulator: -1.2; HepG2 viability: -30%; pAkt inh: inactive

What do the screens show for `Cc1nc(Nc2ccc(S(N)(=O)=O)cc2)oc1C`?
Nrf2 activator: 1.7%; Abeta yeast res: 9%; Nrf2 block: 18%; TGFb inhibitor: -2%; CCT modulator: 0.6; HepG2 viability: -8%; Mm-Cpn inhibitor: 1%; A549 viability: -11%; pAkt inh: inactive

Results for O=C(CCN1CCN(Cc2ccccc2)CC1)NNC(=O)Nc1cccc(C(F)(F)F)c1 ?
Nrf2 activator: 0.0%; Abeta yeast res: 5%; Nrf2 block: 2%; TGFb inhibitor: -3%; CCT modulator: -2.0; HepG2 viability: -10%; Mm-Cpn inhibitor: 1%; A549 viability: 2%; pAkt inh: inactive

Results for CN(C)S(=O)(=O)c1ccc(C(=O)Nc2ccccc2C(=O)O)cc1 ?
Nrf2 activator: 1.7%; Abeta yeast res: 3%; TGFb inhibitor: -1%; CCT modulator: -0.2; HepG2 viability: 4%; Mm-Cpn inhibitor: 1%; A549 viability: -17%; pAkt inh: inactive

Results for CCCCN(C)c1c(C)nc2ccc(C(=O)N(C)Cc3ccco3)cn12 ?
Nrf2 activator: 3.3%; Abeta yeast res: -8%; TGFb inhibitor: -28%; CCT modulator: -0.7; HepG2 viability: -16%; pAkt inh: inactive

How did CCN(c1ccc(NC(=O)COC(=O)C(C)N=C2NS(=O)(=O)c3ccccc32)cc1)C(C)C (stereo not drawn) do in these assays?
Nrf2 activator: 2.4%; Abeta yeast res: 8%; Nrf2 block: 2%; TGFb inhibitor: -1%; CCT modulator: -0.4; HepG2 viability: 6%; Mm-Cpn inhibitor: -1%; A549 viability: 1%; pAkt inh: inactive

How did CC1(C)CC(=O)C=C(c2ccc(-c3cccc4c3sc3ccccc34)cc2)C1=O do in these assays?
Nrf2 activator: 0.1%; Abeta yeast res: -8%; TGFb inhibitor: 4%; CCT modulator: -0.1; HepG2 viability: -30%; pAkt inh: inactive

How did CC(Oc1ccccc1F)c1nnc(SCC(=O)N(c2ccccc2)C2CCS(=O)(=O)C2)o1 (stereo not drawn) do in these assays?
Nrf2 activator: 4.0%; Abeta yeast res: -15%; Nrf2 block: inconclusive; TGFb inhibitor: -24%; CCT modulator: 2.2; HepG2 viability: -2%; Mm-Cpn inhibitor: 0%; A549 viability: -2%; pAkt inh: inactive

Results for O=C(CSc1ncccc1C(=O)O)NC1CCCCC1 ?
Nrf2 activator: -0.3%; Abeta yeast res: -9%; Nrf2 block: -3%; TGFb inhibitor: 6%; CCT modulator: 2.4; HepG2 viability: -19%; Mm-Cpn inhibitor: -8%; A549 viability: 0%; pAkt inh: inactive
